G9a inh: G9a (human) methyltransferase inhibition; AID 504332; Potency, µM (series often up to 102 µM), for the others: top-dose activity, negative = inhibition, actives largely listed as inhibitors; G9a H3K9 monomethylation, AlphaScreen, 2 h; Q96KQ7; actives 8.8% (n = 350,000); further: on the % scale 0 is the no-effect control and ±100 the full control effect; nearly all actives have a fitted effect of over 75% in size
Target sequence (Q96KQ7 913-1193 limits assumed): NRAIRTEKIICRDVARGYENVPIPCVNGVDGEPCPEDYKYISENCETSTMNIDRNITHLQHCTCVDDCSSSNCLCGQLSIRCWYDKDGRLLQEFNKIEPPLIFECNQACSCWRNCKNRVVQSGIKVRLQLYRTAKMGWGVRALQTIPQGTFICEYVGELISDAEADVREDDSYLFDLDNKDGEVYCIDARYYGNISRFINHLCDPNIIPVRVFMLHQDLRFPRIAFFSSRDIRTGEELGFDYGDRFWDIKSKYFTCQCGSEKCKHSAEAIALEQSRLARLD
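AlphaScreen read-out: biotin-H3K9 peptide (500 nM) methylation by 20 nM enzyme with 20 uM SAM, 2 h at room temperature after 15 min compound preincubation; anti-monomethyl H3K9 antibody plus donor/acceptor beads, 10 min dark.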
GLS inh: blocks human kidney-isoform glutaminase activity | O94925 | GLS enzymatic activity, qHTS titration | Potency, µM (top dose mostly 45.5 µM), inactives show at the top dose activity change, negative = inhibition, actives largely listed as inhibitors | actives 0.21% (n = 410,000) | AID 624170; further: on the % scale 0 is the no-effect control and ±100 the full control effect
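Glutamate formation by hKGA was monitored fluorometrically using coupled glutamate oxidase, HRP and Amplex Red. Substrate was added as 1 mM L-glutamine solution; incubation was 30 min at RT after an initial read.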
Pin1 inhibitor: blocks the human prolyl isomerase Pin1 | Pin1 FP peptide displacement, HiFluor488, 10 min | Potency, µM (top dose mostly 115 µM), for inactives: at the highest dose activity, negative = inhibition, hits mostly inhibitors | actives 0.009% (n = 390,000); active means well fitted inhibition curve with a large enough effect in the polarisation, with a control signal flat, not every such curve was filed as active; inconclusive means small, poorly fitted or top-dose-only effect, or effect the other way, or a change in a side signal; inactive means no such curve, though single readings can be large or run the other way; the % refers to the polarisation; further: on the % scale 0 is the no-effect control and ±100 the full control effect
Target sequence (Q13526 whole entry, looked up): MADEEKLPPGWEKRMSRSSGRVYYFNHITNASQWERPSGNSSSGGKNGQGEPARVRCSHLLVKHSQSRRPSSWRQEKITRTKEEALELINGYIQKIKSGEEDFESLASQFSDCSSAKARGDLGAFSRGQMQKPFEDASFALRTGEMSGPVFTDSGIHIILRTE
HP1b binding inh: blocks HP1-beta chromodomain binding to methylated histone tails; P83916; AlphaScreen HP1-beta / biotin-H3K9me3 peptide binding; actives 0.56% (n = 390,000); Potency, µM (series often up to 114 µM), inactives show top-dose activity change, negative = inhibition, hits mostly inhibitors; further: nearly all actives have a fitted effect of over 70% in size; inactives centre near 23
Target sequence (P83916 whole entry, looked up): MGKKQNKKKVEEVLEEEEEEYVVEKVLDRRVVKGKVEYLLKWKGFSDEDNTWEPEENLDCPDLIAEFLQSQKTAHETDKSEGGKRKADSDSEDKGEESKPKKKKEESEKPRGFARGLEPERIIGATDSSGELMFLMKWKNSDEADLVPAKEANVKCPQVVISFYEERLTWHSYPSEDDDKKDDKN
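HP1-beta protein (50 nM final) preincubated 30 min at room temperature with biotinylated H3(1-18)K9me3 peptide (50 nM) in PBS pH 7.4, 0.01% Tween-20, then compound added for 30 min. AlphaScreen streptavidin donor/nickel chelate acceptor beads (10 ug/mL final), 30 min dark, luminescence read.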
Pol iota inh: inhibitors of human DNA polymerase iota; Q9UNA4; actives 1% (n = 390,000); Potency, µM (series often up to 115 µM), for inactives: at the highest dose activity, negative = inhibition, actives largely listed as inhibitors; Pol iota fluorescent replication assay, 10 min
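Pol iota at 10 nM preincubated 15 min with compounds at room temperature; reaction started with fluorescent substrate, 50 nM final. Fluorescence read kinetically at 0 and 10 min; buffer-only wells as negative control.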
Tb PGK inh: blocks T. brucei phosphoglycerate kinase | P07378 | PGK/GAPDH coupled, Kinase-Glo luminescence, 60 min | Potency, µM (top dose mostly 57.5 µM), inactives show at the highest dose activity change, negative = inhibition, actives largely listed as inhibitors | actives 0.043% (n = 380,000) | AID 602233; further: on the % scale 0 is the no-effect control and ±100 the full control effect; nearly all actives have a fitted effect of over 60% in size
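Recombinant glycosomal PGK reaction used 1,3-bisphosphoglycerate generated in-well by GAPDH (100nM final) in 100mM TEA pH 7.6, 5mM MgCl2, 0.01% Tween-20. After 60 minutes at room temperature, ATP was read by Kinase-Glo Plus luminescence end-point.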
BLM inh: blocks DNA unwinding by human BLM helicase; actives 0.2% (n = 350,000); P54132; recombinant BLM DNA unwinding, fluorescence dequenching; Potency, µM (series often up to 56.1 µM), for the others: at the top dose activity change, negative = inhibition, hits mostly inhibitors;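 further: plate controls were vehicle for no effect and no enzyme for full effect; nearly all actives have a fitted effect of over 35% in size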
JMJD2A Tudor inh: JMJD2A Tudor domain (human) inhibition; AlphaScreen JMJD2A-Tudor / H3K4me3 peptide binding; AID 504339; Potency, µM (doses to about 114 µM), without a hit: at the highest dose activity change, negative = inhibition, actives largely listed as inhibitors; actives 4.4% (n = 390,000); further: on the % scale 0 is the no-effect control and ±100 the full control effect; nearly all actives have a fitted effect of over 50% in size
BAZ2B inh: inhibitors of human BAZ2B bromodomain; AlphaScreen BAZ2B-H3K14Ac peptide displacement; Potency, µM (doses to about 114 µM), for the others: at the top dose activity change, negative = inhibition, usual class: inhibitors; actives 4.4% (n = 360,000); AID 504333; further: on the % scale 0 is the no-effect control and ±100 the full control effect; nearly all actives have a fitted effect of over 60% in size
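AlphaScreen displacement of biotin-H3(5-23)K14Ac peptide (50 nM final) from BAZ2B (50 nM final) in PBS pH 7.4, 0.01% Tween-20; complex preformed 30 min RT, then compounds (top 110 uM) 30 min RT, beads 20 min dark.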
Active calls of the source: *; & = joins results of further samples; [ ] = dose if it differs, or a comment. Unless noted, the call rests on the fitted dose curve; in most records, active means well fitted curve in the direction sought with a large enough effect; inconclusive means small, poorly fitted or top-dose-only effect, or another doubt; inactive means no such curve, though single readings can be large; an effect the other way counts as inactive or inconclusive. Potency means the concentration at half of the fitted maximal effect.

For CC(C)CC(=O)Nc1ccc2oc(-c3ccncc3)nc2c1 the results were G9a inh 15%[59 µM], GLS inh -5%, Pin1 inhibitor 4%, HP1b binding inh 33%, Pol iota inh -7%, Tb PGK inh -1%, BLM inh -5%, JMJD2A Tudor inh -13% and BAZ2B inh 4%.
Screening O=C(CN1C(=O)NC(c2ccccc2)(c2ccccc2)C1=O)NC1CCCCC1 returned G9a inh -14%[59 µM], GLS inh 0%, Pin1 inhibitor -1%, HP1b binding inh 31%, Pol iota inh 16%, Tb PGK inh -5%, JMJD2A Tudor inh -1% and BAZ2B inh 11%.
For CC(C)CNC(=O)C1CCCN1S(=O)(=O)c1ccc(Cl)cc1 (stereo unspecified) the results were G9a inh 12%, GLS inh 4%, Pin1 inhibitor inconclusive, HP1b binding inh 22%, Pol iota inh 12%, Tb PGK inh -3%, BLM inh -2%, JMJD2A Tudor inh 2% and BAZ2B inh inconclusive.
For O=c1[nH]c(CSc2nc3ccccc3s2)nc2ccccc12 the results were G9a inh inconclusive, GLS inh -1%, Pin1 inhibitor -4%, HP1b binding inh -4%, Pol iota inh 20%, Tb PGK inh -3%, BLM inh -3%, JMJD2A Tudor inh -24% and BAZ2B inh 2%.
Screening N/C(=N\OC(=O)CCCCCN1C(=O)c2ccccc2C1=O)c1ccccn1 returned G9a inh 9%, GLS inh 4%, Pin1 inhibitor 6%, HP1b binding inh 20%, Pol iota inh 111%[activator], Tb PGK inh 3%, BLM inh -2%, JMJD2A Tudor inh -5% and BAZ2B inh -18%.
`CC(=O)NCc1ccc2[nH]c(C)cc2c1` gave G9a inh inconclusive, GLS inh 11%, Pin1 inhibitor -23%, HP1b binding inh 18%, Pol iota inh 55%[activator], Tb PGK inh -1%, BLM inh -12%, JMJD2A Tudor inh -8% and BAZ2B inh -7%.
For COc1cc(C(=O)O)ccc1OCc1c(C)noc1C the results were G9a inh inconclusive, GLS inh 4%, Pin1 inhibitor 3%, HP1b binding inh 26%, Pol iota inh 21%, Tb PGK inh -1%, BLM inh -7%, JMJD2A Tudor inh -18% and BAZ2B inh -29%.
`COc1ccc(Cn2c(=O)[nH]c3cc(C(=O)N4CCN(c5ccccc5)CC4)ccc3c2=O)cc1` gave G9a inh 21%, GLS inh -4%&3%, Pin1 inhibitor 1%&-3%, HP1b binding inh 34%&25%, Pol iota inh 63%&18%[activator], Tb PGK inh -1%&4%, BLM inh -2%&1%, JMJD2A Tudor inh inconclusive and BAZ2B inh -17%&5%.
Screening COc1ccc(N2Cc3cccc(C(=O)Nc4cccc(F)c4)c3C2=O)cc1 returned G9a inh -31%[59 µM], GLS inh -27%, Pin1 inhibitor -15%, HP1b binding inh -26%, Pol iota inh 79µM*, BLM inh -19% and JMJD2A Tudor inh 20µM*.
For NC(=O)C1CCN(c2ccc3c(c2)S(=O)(=O)c2ccccc2C3=O)CC1 the results were GLS inh -2%, Pin1 inhibitor inconclusive, HP1b binding inh 38%, Pol iota inh 8%, Tb PGK inh 6% and JMJD2A Tudor inh -11%.
O=C(NC1CCN(C(=O)NCc2ccccc2)CC1)c1ccccc1 was read as G9a inh -2%, GLS inh -2%, Pin1 inhibitor 2%, HP1b binding inh 27%, Pol iota inh 40%[activator], Tb PGK inh inactive, BLM inh 2%, JMJD2A Tudor inh -7% and BAZ2B inh 6%.
Screening O=C(O)CCC(=O)Nc1ccc(-c2csc(Nc3cccc4ccccc34)n2)cc1 returned G9a inh 3%[12.7 µM], GLS inh 17%, Pin1 inhibitor -11%, HP1b binding inh 10%, Pol iota inh inconclusive, Tb PGK inh 1%, JMJD2A Tudor inh -33% and BAZ2B inh -33%.
`CCn1c(SCC(=O)NC2CCCCC2)nnc1-c1ccccc1F` gave G9a inh 17%, GLS inh 0%, Pin1 inhibitor -8%, HP1b binding inh 2%, Pol iota inh 15%, Tb PGK inh inactive, BLM inh -1%, JMJD2A Tudor inh -17% and BAZ2B inh 9%.
Screening Cn1c(COc2ccccc2)nnc1SCc1nc2ccccc2[nH]1 returned G9a inh -5%[59 µM], GLS inh 1%, Pin1 inhibitor 4%, HP1b binding inh 57%[activator], Pol iota inh 10%, Tb PGK inh inactive, BLM inh 0%, JMJD2A Tudor inh -11% and BAZ2B inh 2%.
`CC1(C)CN(c2ccsc2C(=O)O)C1=O` gave G9a inh 15%[59 µM], GLS inh 0%, Pin1 inhibitor -9%, HP1b binding inh 49%[activator], Pol iota inh 51%[activator], Tb PGK inh -4%, BLM inh -10%, JMJD2A Tudor inh -11% and BAZ2B inh inconclusive.

The list goes on, overlapping the part above by three compounds.
`CCn1c(SCC(=O)NC2CCCCC2)nnc1-c1ccccc1F` gave G9a inh 17%, GLS inh 0%, Pin1 inhibitor -8%, HP1b binding inh 2%, Pol iota inh 15%, Tb PGK inh inactive, BLM inh -1%, JMJD2A Tudor inh -17% and BAZ2B inh 9%.
Screening Cn1c(COc2ccccc2)nnc1SCc1nc2ccccc2[nH]1 returned G9a inh -5%[59 µM], GLS inh 1%, Pin1 inhibitor 4%, HP1b binding inh 57%[activator], Pol iota inh 10%, Tb PGK inh inactive, BLM inh 0%, JMJD2A Tudor inh -11% and BAZ2B inh 2%.
`CC1(C)CN(c2ccsc2C(=O)O)C1=O` gave G9a inh 15%[59 µM], GLS inh 0%, Pin1 inhibitor -9%, HP1b binding inh 49%[activator], Pol iota inh 51%[activator], Tb PGK inh -4%, BLM inh -10%, JMJD2A Tudor inh -11% and BAZ2B inh inconclusive.
`Cc1cc(S(=O)(=O)N2CCN(c3c(C)cccc3C)CC2)ccc1F` gave G9a inh -8%[59 µM], GLS inh 1%, Pin1 inhibitor -2%, HP1b binding inh 77%[activator], Pol iota inh -2%, Tb PGK inh 3%, BLM inh -3%, JMJD2A Tudor inh 9% and BAZ2B inh 2%.
Screening CCN(CC(=O)NCc1cccs1)C(=O)c1cccc(S(=O)(=O)NC)c1 returned G9a inh 10%, GLS inh -3%, Pin1 inhibitor -3%, HP1b binding inh 30%, Pol iota inh 8%, Tb PGK inh -8%, JMJD2A Tudor inh 4% and BAZ2B inh -5%.
`CCn1c(=O)c2c(nc(SCC(=O)N3CCCC(C)C3)n2C)n(C)c1=O` (stereo unspecified) gave G9a inh -12%[59 µM], GLS inh -7%, Pin1 inhibitor 1%, HP1b binding inh 38%, Pol iota inh 154%[activator], Tb PGK inh -7%, BLM inh 1%, JMJD2A Tudor inh -11% and BAZ2B inh 0%.
For CC1CN(C(=S)Nc2cccc(F)c2)CC(C)O1 (stereo unspecified) the results were G9a inh -4%, GLS inh 0%, Pin1 inhibitor 3%, HP1b binding inh 39%, Pol iota inh 129%[activator], Tb PGK inh 1%, BLM inh 0%, JMJD2A Tudor inh 4%[57.1 µM] and BAZ2B inh -8%.
`Cc1ccc(NC(=O)C(=O)NCC(c2cccnc2)N2CCOCC2)cc1` (stereo unspecified) gave G9a inh 8%[59 µM], GLS inh 0%, Pin1 inhibitor -2%, HP1b binding inh 37%, Pol iota inh 11%, Tb PGK inh -3%, BLM inh 1%, JMJD2A Tudor inh -1% and BAZ2B inh 0%.
Screening Cc1cc(C)n(C(=O)C(C)N2C(=O)c3ccccc3C2=O)n1 (stereo unspecified) returned G9a inh 16%, GLS inh -1%, Pin1 inhibitor -6%, HP1b binding inh 39%[activator], Pol iota inh 28%, Tb PGK inh -1%, BLM inh 0%, JMJD2A Tudor inh -7% and BAZ2B inh 2%.
`c1ccc(-c2ccn3nnnc3n2)cc1` gave G9a inh inconclusive, GLS inh 3%, Pin1 inhibitor -5%, HP1b binding inh 47%[activator], Pol iota inh 14%, Tb PGK inh 9%, BLM inh 1%, JMJD2A Tudor inh -1% and BAZ2B inh -3%.
Nn1c(SCC(=O)Nc2ccc3c(c2)OCO3)nnc1-c1ccccc1 was read as G9a inh -2%, GLS inh 5%, Pin1 inhibitor -1%, HP1b binding inh 26%, Pol iota inh -12%, Tb PGK inh -8%, BLM inh -3%, JMJD2A Tudor inh -13% and BAZ2B inh inconclusive.
Screening CC(C)Sc1cc(N2CCCC2)nc(-c2ccccc2Cl)n1 returned G9a inh 37%[59 µM], GLS inh 8%, Pin1 inhibitor -1%, HP1b binding inh 69%[activator], Pol iota inh 211%[activator], Tb PGK inh -10%, BLM inh -4%, JMJD2A Tudor inh 53%[activator] and BAZ2B inh 40%[activator].
`Cc1cc(=O)c2cc(NC(=O)c3ccccc3Cl)ccc2[nH]1` gave G9a inh inconclusive, GLS inh -12%, Pin1 inhibitor 0%, HP1b binding inh 23%, Pol iota inh 140%[activator], Tb PGK inh -8%, BLM inh 0%, JMJD2A Tudor inh 1% and BAZ2B inh -19%.
For CCCNc1nc(N)nc(-c2cc(Cl)ccc2OC)n1 the results were G9a inh 4%, GLS inh -2%, Pin1 inhibitor -2%, HP1b binding inh 26%, Pol iota inh -10%, Tb PGK inh inactive, BLM inh 0%, JMJD2A Tudor inh -13% and BAZ2B inh 7%.
Screening CC1CCCN(S(=O)(=O)c2ccc(NC(=O)C3CCN(C(=O)C(C)(C)C)CC3)cc2)C1 (stereo unspecified) returned G9a inh 15%[12.7 µM], GLS inh -2%, Pin1 inhibitor -7%, HP1b binding inh 38%[activator], Pol iota inh 18%, Tb PGK inh 2%, JMJD2A Tudor inh -6% and BAZ2B inh 3%.

Assay outcomes: PubChem, National Center for Advancing Translational Sciences (NCATS)

A portion of the library, so the mix of outcomes need not match the whole.
